ASM inhibitor: blocks human secretory acid sphingomyelinase; placental ASM, HMU-PC fluorogenic substrate, 60 min; Potency, µM (series often up to 57.5 µM), without a hit: at the top dose activity change, negative = inhibition, most hits filed as inhibitors; actives 0.006% (n = 340,000); further: potency means the concentration at half of the fitted maximal effect
Target sequence (P17405 47-631 limits assumed): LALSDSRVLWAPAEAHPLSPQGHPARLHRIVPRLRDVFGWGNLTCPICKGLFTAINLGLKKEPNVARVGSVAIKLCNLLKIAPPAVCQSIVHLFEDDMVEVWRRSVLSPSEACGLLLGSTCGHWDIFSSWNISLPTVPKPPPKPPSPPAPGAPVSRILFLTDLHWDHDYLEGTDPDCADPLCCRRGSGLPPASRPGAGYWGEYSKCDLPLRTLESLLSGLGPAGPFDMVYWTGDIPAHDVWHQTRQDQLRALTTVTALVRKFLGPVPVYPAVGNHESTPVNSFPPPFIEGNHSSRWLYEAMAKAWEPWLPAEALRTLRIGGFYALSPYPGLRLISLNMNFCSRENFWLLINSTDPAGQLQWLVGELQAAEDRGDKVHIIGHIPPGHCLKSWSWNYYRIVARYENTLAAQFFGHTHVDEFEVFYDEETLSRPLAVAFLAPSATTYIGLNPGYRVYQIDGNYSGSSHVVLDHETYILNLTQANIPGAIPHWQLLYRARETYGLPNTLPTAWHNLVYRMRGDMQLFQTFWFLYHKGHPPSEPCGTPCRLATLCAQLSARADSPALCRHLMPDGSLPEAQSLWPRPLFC
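Steps: dispense placental human ASM, pin compound, wait 10 min at room temperature, add HMU-PC0 substrate at 9 uM final, incubate 60 min at 37 °C, add stop solution raising pH to 10, read fluorescence.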
Integrin act MD: activators of alpha7 integrin expression for muscular dystrophy | actives 0.064% (n = 350,000) | Potency, µM (titrated, usually from 38.3 µM), for the others: top-dose activation, actives largely listed as activators | alpha7betagal myoblasts, beta-gal FDG fluorescence, 48 h | AID 624291;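 further: potency means the concentration at half of the fitted maximal effect; 100% = response of the positive control SU9516; nearly all actives have a fitted effect of over 60% in size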
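Alpha7betagal+/- myoblasts (passage 13) were plated 16-24 hr, then exposed to compounds (1:260 dilution of DMSO stock) for 48 hours at 37C. After MPER lysis, β-galactosidase reporter activity was read as FDG fluorescence (ex 480/em 540) after 30 minutes.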
BRCA1 expr act: activators of BRCA1 expression; MCF7-BRCA1-FFLuc reporter, luminescence, 48 h; response scale: scaled: vehicle 0%, 10 µM genistein 100%; Potency, µM (titrated, usually from 46.1 µM), without a hit: at the top dose activation, hits mostly activators; actives 1.1% (n = 380,000); AID 624202; further: potency means the concentration at half of the fitted maximal effect; nearly all actives have a fitted effect of over 80% in size; some results filed as inactive show a strong effect at the top dose
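Cells: MCF7-BRCA1-FFLuc, 2000/well. Exposure: 48 h, 37 °C, 5% CO2. Read: luminescence, 15 min post-substrate. Controls: genistein 10 microM (maximal activation), DMSO (neutral).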
USP2a inh: inhibitors of human ubiquitin-specific protease USP2a | O75604 | USP2 core, Ub-CHOP2 coupled fluorogenic reporter, 485/531 | Potency, µM (series often up to 38.3 µM), for the others: top-dose activity change, negative = inhibition, most hits filed as inhibitors | actives 0.01% (n = 330,000) | AID 463254;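 further: potency means the concentration at half of the fitted maximal effect; plate controls were DMSO wells for no effect and full inhibition by NEM control for full effect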
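Cell-free coupled assay: 10nM USP2 core preincubated 30min RT with compound in Tris-HCl pH 8.0/CaCl2/CHAPS buffer, then 25nM Ub-CHOP2 and 25nM reporter substrate; fluorescence (Ex 485/Em 531) read after 60min RT, normalized to NEM inhibition, concentration-response curves fitted.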
uPA generation: cell surface uPA generation inhibition | Potency, µM (series often up to 38.3 µM), inactives show top-dose activity change, negative = inhibition, usual class: inhibitors | AID 540303 | cell surface uPA generation assay, qHTS | actives 0.31% (n = 330,000); active means well fitted inhibition curve with a large enough effect; inconclusive means small, poorly fitted or top-dose-only effect; inactive means no such curve, though single readings can be large or run the other way; tested in mouse RAW 264.7 cells; further: potency means the concentration at half of the fitted maximal effect; on the % scale 0 is the no-effect control and ±100 the full control effect; nearly all actives have a fitted effect of over 55% in size
ELG1 genotox: inducers of genotoxicity in HEK293T ELG1-luciferase cells. actives 1.3% (n = 330,000). AID 504466. HEK293T ELG1-luciferase reporter, luminescence, 16 h. Potency, µM (top dose mostly 46 µM), for the others: top-dose activity change, positive = activation, most hits filed as activators; further: potency means the concentration at half of the fitted maximal effect; % of control where 0% means no effect; nearly all actives have a fitted effect of over 60% in size
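Genotoxicity was scored as increased ELG1-luciferase reporter signal, measured by ONE-Glo luminescence (30 min, room temperature). Compound or vehicle exposure of the HEK293T reporter cells lasted 16 hr at 37°C.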
p53 reactivation: restores transcriptional activity of mutant p53; actives 0.063% (n = 320,000); AID 504706; H1299 p53-A138V BP100-luciferase reporter, luminescence, 24 h; Potency, µM (doses to about 92.2 µM), without a hit: at the top dose activity change, positive = activation, usual class: activators; further: potency means the concentration at half of the fitted maximal effect; % of control where 0% means no effect; nearly all actives have a fitted effect of over 45% in size
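p53-null H1299 cells stably carrying temperature-sensitive p53-A138V and a BP100-luciferase reporter were pinned with compounds (4-point, 1:5 series) and held 24 hrs at 37 deg C. Luminescence was read 10 min after detection reagent.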
B2AR arrestin: beta2AR (human) beta-arrestin recruitment activity | beta-arrestin recruitment to beta2AR, cell-based reporter | Potency, µM (highest dose often 46.1 µM), inactives show at the highest dose activation, usual class: activators | actives 0.02% (n = 330,000) | AID 492947;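 further: potency means the concentration at half of the fitted maximal effect; 0% = DMSO controls and full agonism = EC100 isoproterenol or metaproterenol; nearly all actives have a fitted effect of over 65% in size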
TRPV1 agonist: agonists of human vanilloid receptor 1 (TRPV1) | Q8NER1 | TRPV1-expressing cells, Fluo-8 calcium influx, agonist mode | activation, % at 8.33 µM | actives 0.19% (n = 320,000); in the data active means activation above about 80%; inconclusive means between about 30% and that limit; further: 0% is about no effect
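TRPV1-expressing cells were cultured overnight at 35.5C and loaded with Fluo-8 calcium dye for 40 to 90 min at room temperature. After a 10 s baseline, compound was added and calcium influx was read kinetically for 3 min (ex 480/em 520 nm).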
Eya2 phos inh: inhibitors of human Eya2 phosphatase activity. O00167. recombinant Eya2, OMFP fluorescence dephosphorylation (OMFP is methylfluorescein phosphate). Potency, µM (top dose mostly 76.9 µM), inactives show top-dose activity, negative = inhibition, usual class: inhibitors. actives 0.006% (n = 330,000). AID 488837; further: potency means the concentration at half of the fitted maximal effect; on the % scale 0 is the no-effect control and ±100 the full control effect
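Eya2 protein (added as 0.2 uM solution) was preincubated with compound for 10 min at ambient temperature in 50 mM HEPES pH 7.5, 50 mM NaCl, 5 uM MgCl2, 0.05% BSA, 1 mM DTT. OMFP (added at 50 uM) then reacted 10 min; fluorescence read at 485/525 nm.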
PTAP TSG101 blk: blocks PTAP/TSG101 interaction to inhibit HIV-1 budding | Q99816 | Fluorescence polarization, FITC-PTAP peptide / Tsg101 binding | Potency, µM (top dose mostly 115 µM), for the others: top-dose activity change, negative = inhibition, usual class: inhibitors | 340,000 tested, under 10 active; active means well fitted inhibition curve with a large enough effect in the main read-out, with a control signal flat, not every such curve was filed as active; inconclusive means small, poorly fitted or top-dose-only effect, or effect the other way, or a change in a side signal; inactive means no such curve, though single readings can be large or run the other way; further: potency means the concentration at half of the fitted maximal effect; % of control where 0% means no effect
Target sequence (Q99816 whole entry, looked up): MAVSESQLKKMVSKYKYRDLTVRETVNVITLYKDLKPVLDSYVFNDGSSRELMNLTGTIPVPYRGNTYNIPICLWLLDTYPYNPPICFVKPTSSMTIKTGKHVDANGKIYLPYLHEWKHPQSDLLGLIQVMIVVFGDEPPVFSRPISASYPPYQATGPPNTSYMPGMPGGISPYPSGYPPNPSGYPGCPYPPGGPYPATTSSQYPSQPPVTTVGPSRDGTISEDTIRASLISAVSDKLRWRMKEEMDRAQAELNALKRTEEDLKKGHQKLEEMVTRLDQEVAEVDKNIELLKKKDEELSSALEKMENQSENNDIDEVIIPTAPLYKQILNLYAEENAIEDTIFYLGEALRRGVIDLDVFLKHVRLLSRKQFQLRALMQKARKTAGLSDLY
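Fluorescence polarization binding of Tsg101 binding domain (10 uM final) to FITC-labeled PTAP peptide (50 nM final) in HEPES pH 7.5 buffer with NaCl, Tween 20, EDTA, TCEP. Compounds added before peptide; binding 20 min at RT.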
Numbers without * were called inactive; u = inconclusive; x = no result given; [ ] = remark or other dose. Unless noted, the call rests on the fitted dose curve; in most records, active means well fitted curve in the direction sought with a large enough effect; inconclusive means small, poorly fitted or top-dose-only effect, or another doubt; inactive means no such curve, though single readings can be large; an effect the other way counts as inactive or inconclusive. A portion of the library; count on the stated rates, not on these rows.

SMILES | ASM inhibitor | Integrin act MD | BRCA1 expr act | USP2a inh | uPA generation | ELG1 genotox | p53 reactivation | B2AR arrestin | TRPV1 agonist | Eya2 phos inh | PTAP TSG101 blk
CC(=O)c1sc(NC(=O)c2ccco2)nc1-c1ccccc1 | 0% | -2% | u | 2% | u | 15µM* | u | 0.5% | 17 | 14% | 0%
O=c1c2ccccc2ccc2ccc(P(=O)(O)O)cc12 | 45%[activator] | x | -2% | -1% | 16% | -1% | 3% | 0.4% | 0 | 1% | -5%
Fc1ccccc1N1CCN(Cc2c(F)cccc2F)CC1 | 5% | -13%[7.66 µM] | 1% | 0% | x | 0% | 3% | 0.2% | 4 | 1% | 0%
N#Cc1ccccc1OCC(=O)N1CCN(CC(=O)Nc2ccc(F)cc2)CC1 | 0% | 3% | -8% | 0% | -1% | 1% | 7% | -0.2% | -2 | 2% | 0%
Cc1nccn1Cc1ccc(Cl)nc1 | 7% | 2% | -4% | 0% | 2% | 1% | 1% | 0.3% | -8 | 7% | -1%
CN(C)C1=NP(N(C)C)(N(C)C)=NC(c2ccccc2)=N1 | 0% | -12% | 0% | 9% | 5% | 1% | -1% | -1.7% | 1 | 4% | -1%
CN1CCN(c2nc([N+](=O)[O-])nn2C)CC1 | 0% | 0% | 4% | 2% | 2% | -1% | 9% | -0.4% | -5 | 8% | -9%
COc1ccc(C2SCC(=O)Nc3c2c(C)nn3-c2ccccc2)cc1 (stereo unspecified) | 1% | -21% | 1% | 3% | 1% | 0% | -3% | 0.0% | -1 | 8% | -3%
C[C@]12CCC(=O)C=C1C=CC1C2CC[C@]2(C)C(=O)CCC12 (stereo partly specified) | -2% | -3% | -38% | 0% | -5% | 0% | -1% | -0.7% | x | -31% | 0%
COc1ccc(NC(=O)c2cn(CCC#N)nc2-c2cccc(Br)c2)cc1 | 0% | 2% | -14% | 4% | 5% | 1% | x | -0.2% | -2 | 3% | -4%
CC(=O)C1CCC2C3CCC4CC(O)CCC4(C)C3C(O)CC12C (stereo unspecified) | 4% | -8% | -10% | x | 2% | x | x | x | x | x | 1%
O=Cc1c(C(=O)O)n(Cc2ccccc2F)c2ccccc12 | 12% | 29% | -2% | 2% | -1% | -5% | 1% | -0.6% | 1 | 7% | -11%
CCOC(C(=O)OCC(O)CN(CC)CC)(c1ccccc1)c1ccccc1 (stereo unspecified) | 1% | -17% | -4% | -3% | 0% | -1% | -9% | 0.1% | 3 | 3% | 8%
COc1ccc(C2=NCC(=S)Nc3ccc(Cl)cc32)cc1OC | 3% | 10% | -15% | x | 0% | x | x | x | x | x | 1%
O=Cc1cn(Cc2c(F)cccc2Cl)nc1-c1ccccc1 | 2% | -33% | 30% | x | 11% | x | x | x | x | x | 1%
CCOP(=O)(OCC)C(NC(=O)c1ccc(Cl)cc1)=C(Cl)Cl | 0% | -13% | 5% | 2% | -6% | -3% | -2% | -0.5% | 3 | -16% | -5%
COCCNC(=O)N1[C@H]2CC[C@@H]1C(C(=O)OC)=C(c1ccc(OC(F)(F)F)cc1)C2 | -9% | 33% | -1% | -2% | 7% | 0% | 10% | 0.3% | -7 | -1% | -2%
O=C(Nc1nc2c(s1)CCCC2)Oc1ccccc1 | 1% | -21% | 27% | 0% | -2% | u | 13% | 0.0% | 1 | -20% | -4%
C=C1C(O)[C@@H]2O[C@]3(CC[C@H](/C=C/C(C)[C@@H]4CC(C)=CC5(O[C@H](C[C@@](C)(O)C(=O)O)CCC5O)O4)O3)CC[C@H]2O[C@@H]1C(O)CC(C)[C@H]1OC2(CCCCO2)CCC1C (stereo partly specified) | -2% | u | x | 2% | u | -11% | u | -2.1% | x | 5% | -6%
COc1cccc(C2C([N+](=O)[O-])=C(N)Oc3c2c(=O)oc2ccccc32)c1 (stereo unspecified) | -6% | u | 0% | 1% | -1% | 1% | -2% | 0.4% | 0 | 17% | 0%
Cn1c(O)c(/C=C2\C=c3ccccc3=NC2=O)c(=O)n(C)c1=O | 32%[activator] | -24% | -2% | -2% | 12% | 1% | 3% | 0.8% | 0 | -11% | 0%
CC1=CC(O)C(O)C2(C)C1CC1OC(=O)CC3C(C)C(O)C(=O)C2C13CO (stereo unspecified) | 4% | 5% | -74% | x | -2% | x | x | x | x | x | 3%
Cc1c(C(=O)N2CCOCC2)sc2nc(-c3ccccc3)cn12 | -1% | 0% | u | 5% | -1% | u | u | -0.3% | 6 | 20% | -1%
Cc1ccc2c(c1)NC(=O)[C@@]1(C)[C@@H](c3ccccc3)[C@H]3COc4ccccc4[C@@H]3N1C2=O | -12% | -4% | -46% | 3% | u | 2% | 3% | 7.0% | -1 | -6% | -4%
COc1ccc(C(=O)N2CCOCC2)cc1S(=O)(=O)N1CCC(C)CC1 | -2% | -24% | 1% | 2% | 3% | -1% | -7% | 0.0% | 1 | 16% | -8%
CN(C)S(=O)(=O)c1cccc(C(=O)N2CCC(C(=O)O)(c3ccccc3)CC2)c1 | 1% | 0% | 6% | 2% | 4% | 9% | -3% | 0.4% | -3 | 4% | -4%
C=CCn1c(O)c(C(C)=Nc2cccc(C(=O)O)c2)c(=O)[nH]c1=O | 2% | -21% | -18% | 1% | -3% | 3% | 5% | 0.7% | -1 | 4% | -1%
O=S(=O)(NC1CN2CCC1CC2)c1ccc(Cl)cc1 (stereo unspecified) | 20% | -19% | -25% | 0% | 0% | -1% | 0% | -0.9% | 1 | 1% | 1%
OC(c1ccccc1)(c1ccccc1)C1CN2CCC1CC2 (stereo unspecified) | 0% | 4% | -17% | 0% | -2% | -1% | -3% | 0.1% | -1 | 2% | -4%
CCN1C[C@]2(COC)CC[C@H](OC)[C@@]34C5C[C@H]6C(=O)C5[C@](O)(C[C@H]6OC)[C@@](O)(C(OC)C23)[C@@H]14 (stereo partly specified) | -1% | 5% | 21% | x | 4% | x | x | x | x | x | -5%
CCCCCn1c(=O)c(C(=O)NCc2ccncc2)c(O)c2ccccc21 | -12% | -38% | -80% | -17% | -6% | -7% | u | -0.1% | -5 | -13% | -5%
CCN(CC)C(=O)Cn1cc(/C=C2\C(=O)NC(=O)N(c3ccccc3F)C2=O)c2ccccc21 | 6% | 11% | -35% | -5% | -9% | u | -14% | u | 1 | -3% | -1%
CC(=O)C1C(N2CC2)CC2C3CC=C4CC(O)CCC4(C)C3CCC21C (stereo unspecified) | 7% | -26% | -83% | x | -12% | x | x | x | x | x | -5%
CC(=O)O/C(=C1\CC2C3CC=C4CC(OC(C)=O)CCC4(C)C3CCC2(C)C1=O)C(F)(F)F (stereo unspecified) | -7% | 0% | x | x | -2% | x | x | x | x | x | -2%
C=CCn1c(O)c(C(CC)=Nc2ccc(NC(C)=O)cc2)c(=O)[nH]c1=O | 3% | 0% | -15% | -1% | 1% | 0% | -3% | -0.6% | 1 | 8% | -1%
C=CCn1c(O)c(C=NCCN2CCOCC2)c(=O)[nH]c1=S | 4% | 8% | -14% | 10% | 6% | 0% | 0% | -0.2% | -3 | 15% | -2%
CCCCc1nc2ccccc2c(=O)n1-c1ccc(Cl)cc1[N+](=O)[O-] | -2% | 0% | -22% | 1% | x | -4% | 2% | 0.0% | -7 | -12% | -2%
CC(C)C(NC(=O)C(C(C)C)N(C)C)C(=O)N(C)C(C(=O)N1CCCC1C(=O)N1CCCC1C(=O)NCc1ccccc1)C(C)C (stereo unspecified) | -1% | 6% | x | x | -6% | x | x | x | x | x | 5%
Cc1ccc(CSc2ncccc2C(=O)O)cc1 | 7% | 12% | 7%[1.84 µM] | 0% | 2% | u | u | 0.1% | 0 | -18% | -4%
COC(=O)C(O)(c1ccc(N(C)C(=O)c2ccc(Cl)c(Cl)c2)cc1)C(F)(F)F (stereo unspecified) | -5% | 24% | -13% | 1% | -3% | 5% | -4% | -0.1% | 15 | 0% | -2%
CCOC(=O)C1(CCc2ccccc2)CCN(Cc2cccc3c2OCO3)CC1 | 4% | -27% | -8% | -11% | -11% | -11% | 1% | -0.5% | 13 | -6% | 0%
COc1ccc(C(CN(C)C)C2(O)CCCCC2)cc1 (stereo unspecified) | -11% | x | 45% | x | 6% | x | x | x | x | 2% | -6%
